Bioassay records as filed in PubChem BioAssay.
SR-BI uptake up: activators of SR-BI mediated DiI-HDL uptake, primary screen, ldlA[mSR-BI] CHO cells, DiI fluorescence; 3 h; 100 = double the neutral-control signal; activation, % at 12.5 µM; 0.096% of 320,000 active; AID 504775, 2011;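 active = mean replicate activation of at least 60% and every replicate at or above 60%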;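 note: 0% = median plate neutral-control signal and 100% = twice that signal; values of inactives mirror those of a sister screen read the other way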
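material = CHO ldlA[mSR-BI] cells | medium = Ham's F12 with 0.5% BSA, HEPES 25 mM, pH 7.4 | reagent = fluorescent DiI-HDL, 10 µg/mL final | compound dosing = single-point compound dose | incubation = 3 h, 37 °C | measured by = bottom-read fluorescence, 550/595 nm | measure = HDL uptake via cellular fluorescence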
PKA-R2B act: activators of PKA-R2B holoenzyme, primary screen, biochemical, fluorescence polarization, Cy5-IP20, human. 0.079% of 340,000 active. cAMP-dependent protein kinase catalytic subunit beta (Homo sapiens) + cAMP-dependent …. activation, % at 11.4 µM. PKA-R2B holoenzyme dissociation; R2B truncated from residue 108, S112A mutant; 0% DMSO only, 100% 113 µM cGMP;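 active = activation above a cutoff set at the mean over all compounds plus 3 SD, cut at about 18% in these data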;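 note: higher means more holoenzyme dissociation and a rise in polarization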
Target sequence (P31323 whole entry, looked up, other chains not shown, the tested form may be a part): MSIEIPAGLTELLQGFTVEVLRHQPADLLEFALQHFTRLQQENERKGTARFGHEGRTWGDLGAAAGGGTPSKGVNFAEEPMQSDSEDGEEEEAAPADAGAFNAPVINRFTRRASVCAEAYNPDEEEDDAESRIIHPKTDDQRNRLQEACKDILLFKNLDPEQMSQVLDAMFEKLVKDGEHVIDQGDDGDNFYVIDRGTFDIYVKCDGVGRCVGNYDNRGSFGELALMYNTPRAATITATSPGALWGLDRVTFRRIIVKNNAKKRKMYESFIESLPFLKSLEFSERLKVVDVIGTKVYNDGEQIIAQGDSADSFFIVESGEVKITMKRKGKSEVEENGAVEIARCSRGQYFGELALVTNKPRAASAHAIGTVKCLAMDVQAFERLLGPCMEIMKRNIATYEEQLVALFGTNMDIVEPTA
Rtt109 Vps75: inhibitors of C. albicans Rtt109/Vps75 HAT, primary screen, biochemical, ThioGlo CoA-SH fluorescence, plate reader | purified Rtt109/Vps75, 4 h | inhibition, % at 34.9 µM | 0.16% of 330,000 active | AID 540336, 2011;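 active = inhibition of at least 50% in every replicate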
Target sequence (Q5AAJ8 whole entry, looked up): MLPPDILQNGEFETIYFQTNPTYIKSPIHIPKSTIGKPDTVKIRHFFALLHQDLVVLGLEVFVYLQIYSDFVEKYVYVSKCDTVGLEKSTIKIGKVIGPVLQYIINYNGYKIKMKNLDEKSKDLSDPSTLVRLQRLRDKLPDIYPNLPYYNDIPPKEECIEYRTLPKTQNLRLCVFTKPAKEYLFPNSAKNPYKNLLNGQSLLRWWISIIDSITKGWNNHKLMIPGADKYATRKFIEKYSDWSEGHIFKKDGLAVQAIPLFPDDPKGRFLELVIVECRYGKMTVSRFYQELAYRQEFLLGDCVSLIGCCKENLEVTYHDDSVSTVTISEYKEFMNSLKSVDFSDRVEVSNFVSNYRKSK
DAGLB inhibitor: DAGLB lipase inhibitors, primary screen, biochemical, fluorescence, HTS. Diacylglycerol lipase-beta (Homo sapiens), Q8NCG7. HEK293T DAGLB membrane lysate, EnzChek fluorogenic substrate. inhibition, % at 5.17 µM. 0.059% of 340,000 active. AID 504411, 2011; in the data active = inhibition above about 34%;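 note: 0% = enzyme with vehicle and 100% = wells lacking enzyme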
An asterisk follows results filed as active; · = not tested or not shown.

Letters – A = SR-BI uptake up; B = PKA-R2B act; C = Rtt109 Vps75; D = DAGLB inhibitor
> CCCCCC(=O)N1C[C@H](n2cc(-c3ccc(F)cc3)nn2)[C@@H](O)C[C@@H]1c1ccc(C)cc1
  A: · | B: -5 | C: · | D: -6

> Cc1c(CC(=O)N2CCC(O)CC2)c(=O)oc2cc3c(cc12)CCC1(CCCCC1)O3
  A: · | B: -7 | C: · | D: -1

> COc1ccc(S(=O)(=O)N2CCN(CC(=O)NC(C)c3cccs3)CC2)cc1 (centres undefined)
  A: · | B: 6 | C: · | D: 0

> C[C@@H]1CN([C@@H](C)CO)C(=O)CCCn2nncc2CO[C@H]1CN(C)C(=O)OCc1ccccc1
  A: · | B: -4 | C: · | D: -1

> Cc1ccccc1N1CCN(C2CCCN(C(=O)CSc3ccccn3)C2)CC1 (centres undefined)
  A: · | B: -6 | C: · | D: -1

> CCCn1c(SCC(=O)Nc2ccc(S(=O)(=O)N3CCOCC3)cc2)n[nH]c1=O
  A: · | B: -12 | C: · | D: -2

> Cc1ccc(SCc2c(C(=O)N/N=C/c3cccs3)nnn2-c2nonc2N)cc1
  A: · | B: 10 | C: · | D: -3

> COc1cccc(CN(C)C(=O)c2cccc(S(=O)(=O)N3CCN(c4ccccc4)CC3)c2)c1
  A: · | B: -2 | C: · | D: -11

> CCCCCCC1CC(=CN(C)C)C(=O)O1 (centres undefined)
  A: · | B: 2 | C: · | D: -3

> O=C(Nc1ccc(C(=O)O)cc1)/C(=C\c1ccc2c(c1)OCO2)NC(=O)c1ccccc1Cl
  A: · | B: -1 | C: · | D: 2

> CC(=O)c1c(O)c(C)c(O)c2c1OC1=Cc3c(c(C)nn3-c3ccccc3)C(=O)C12C (centres undefined)
  A: · | B: 11 | C: · | D: -22

> O=C(NCc1cccs1)c1ccc(Cl)c(S(=O)(=O)N2CCOCC2)c1
  A: · | B: 3 | C: · | D: 0

> CCc1ccc(CNC(=O)C2CCN(S(=O)(=O)N3CCCCC3)CC2)cc1
  A: · | B: 3 | C: · | D: -4

> CC(C)CC1C(=O)N(Cc2cn(CCC3OCCO3)nn2)CCS(=O)(=O)N1Cc1ccc(-c2ccc(F)cc2)cc1 (centres undefined)
  A: · | B: -13 | C: · | D: -3

> COC(=O)c1cccc(NC(=O)CCN2C(=O)NC(C)(C)C2=O)c1
  A: · | B: 4 | C: · | D: -1

> CC(=Nc1ccccc1)C1=C(O)C(Cc2cccc(F)c2)NC1=O (centres undefined)
  A: · | B: 0 | C: · | D: -3

> CC(C)OC(=O)N(C)C[C@H]1OCc2cnnn2CCCC(=O)N([C@H](C)CO)C[C@H]1C
  A: · | B: 8 | C: · | D: 8

> O=C1NC(Cc2ccc(O)cc2)c2nc3ccc(Br)cc3c(=O)n2-c2cc3ccccc3cc21 (centres undefined)
  A: · | B: 15 | C: · | D: 3

> O[C@H]1CN(CC2CCCCC2)[C@@H](c2ccccc2)C[C@@H]1n1cc(C2CC2)nn1
  A: · | B: -4 | C: · | D: -4

> C[C@H](CO)N1C[C@H](C)[C@@H](CN(C)Cc2ccc(C(=O)O)cc2)Oc2ncc(-c3ccc(C(=O)N(C)C)cc3)cc2C1=O
  A: · | B: -5 | C: · | D: 3

Random excerpt: 6 compounds from above, in no set order.
Letters – A = SR-BI uptake up; B = PKA-R2B act; C = Rtt109 Vps75; D = DAGLB inhibitor
> O[C@H]1CN(CC2CCCCC2)[C@@H](c2ccccc2)C[C@@H]1n1cc(C2CC2)nn1
  A: · | B: -4 | C: · | D: -4

> C[C@H](CO)N1C[C@H](C)[C@@H](CN(C)Cc2ccc(C(=O)O)cc2)Oc2ncc(-c3ccc(C(=O)N(C)C)cc3)cc2C1=O
  A: · | B: -5 | C: · | D: 3

> CC(=Nc1ccccc1)C1=C(O)C(Cc2cccc(F)c2)NC1=O (centres undefined)
  A: · | B: 0 | C: · | D: -3

> CC(=O)c1c(O)c(C)c(O)c2c1OC1=Cc3c(c(C)nn3-c3ccccc3)C(=O)C12C (centres undefined)
  A: · | B: 11 | C: · | D: -22

> O=C(NCc1cccs1)c1ccc(Cl)c(S(=O)(=O)N2CCOCC2)c1
  A: · | B: 3 | C: · | D: 0

> COC(=O)c1cccc(NC(=O)CCN2C(=O)NC(C)(C)C2=O)c1
  A: · | B: 4 | C: · | D: -1

Following part:
Letters – A = SR-BI uptake up; B = PKA-R2B act; C = Rtt109 Vps75; D = DAGLB inhibitor
> CCOc1ccc(NS(=O)(=O)c2ccc(C(=O)NCC3CCCO3)cc2)cc1 (centres undefined)
  A: · | B: -2 | C: · | D: -5

> C/C=C/c1ccc2c(c1)O[C@H](CN(C)C(=O)NC1CCCC1)[C@H](C)CN([C@H](C)CO)S2(=O)=O
  A: · | B: -13 | C: · | D: -3

> Cc1nn(-c2ccccc2)c(C)c1C(=O)OCC(=O)Nc1ccccc1Cl
  A: · | B: -1 | C: · | D: 4

> COc1ncnc2c1ncn2CCCNCC(c1ccccc1)c1ccccc1
  A: · | B: 9 | C: · | D: 0

> Clc1ccccc1NN(Cc1ccncc1)c1ccccc1Cl
  A: · | B: 6 | C: · | D: -3

> C[C@@H]1CCCCO[C@@H](CN(C)C(=O)c2ccccc2)[C@@H](C)CN([C@H](C)CO)C(=O)c2cc(N(C)C)ccc2O1
  A: · | B: 3 | C: · | D: 0

> C[C@H]1CN([C@@H](C)CO)C(=O)CCCn2cc(nn2)CO[C@@H]1CN(C)C(=O)Nc1ccc2c(c1)OCCO2
  A: · | B: -7 | C: · | D: -4

> CC1=C(C(=O)N(C)C)CC(CC(=O)NCCc2ccccn2)C(=O)N1Cc1ccccc1 (centres undefined)
  A: · | B: 0 | C: · | D: 1

> C[C@H]1CCCCO[C@@H](CN(C)C(=O)NC2CCCCC2)[C@@H](C)CN([C@@H](C)CO)C(=O)c2cc(NC(=O)Cc3ccccc3)ccc2O1
  A: · | B: 4 | C: · | D: 0

> CC1CCC(NC(=O)C(NS(=O)(=O)c2ccc(Br)cc2)C(C)C)CC1 (centres undefined)
  A: · | B: -2 | C: · | D: -6

> C[C@@H]1CN([C@H](C)CO)S(=O)(=O)c2ccc(C#Cc3ccccc3F)cc2O[C@H]1CN(C)C(=O)c1ccc2c(c1)OCO2
  A: · | B: 3 | C: · | D: -4

> Nc1ccccc1SC(CC(=O)c1ccccc1)c1ccc([N+](=O)[O-])cc1 (centres undefined)
  A: · | B: 0 | C: · | D: -3

> Cc1ccc(S(=O)(=O)N(C)C[C@@H]2Oc3ncc(Br)cc3C(=O)N([C@H](C)CO)C[C@@H]2C)cc1
  A: · | B: -9 | C: · | D: -2

> COc1cc(C(C)=O)ccc1OCC(=O)NCc1ccccc1CN1CCCC1
  A: · | B: -8 | C: · | D: 0

> O=c1[nH]nc(-c2ccc[nH]2)[nH]1
  A: · | B: -3 | C: · | D: -3

> CCOC(=O)/C(=C(/C)N)C1CC(=O)NC1=O (centres undefined)
  A: · | B: 4 | C: · | D: -6

> O=c1c2ccc(F)cc2sn1-c1ccccc1
  A: · | B: -7 | C: · | D: 2

> CC(C)(C)c1ccc(-n2ncc3c2CCCC3NC(=O)c2ccco2)cc1 (centres undefined)
  A: · | B: 2 | C: · | D: -7

> C[C@H]1CN([C@@H](C)CO)C(=O)c2cc(Br)cnc2O[C@H]1CN(C)S(=O)(=O)c1cccs1
  A: · | B: -1 | C: · | D: 0

> O=C(O)c1sccc1S(=O)(=O)N1CCCCC1
  A: · | B: 1 | C: · | D: 5

> COc1cccc(N2CCN(C(=O)c3cccc(NC(=O)C4=C(C)OCCS4)c3)CC2)c1
  A: · | B: -15 | C: · | D: 1

> CC(=O)Nc1ccc(NC(=O)CSc2nnc(NC(=O)c3ccccc3F)s2)cc1
  A: · | B: 2 | C: · | D: 1

> COc1cc(Cc2cc(OC)c(O)c(OC)c2)cc(OC)c1O
  A: · | B: 3 | C: · | D: 4

> OC(c1ccccc1)c1ccccc1CN1CCCNC1=S (centres undefined)
  A: · | B: 11 | C: · | D: -6

> COc1ccc(CCNC(=O)CCCn2c(=S)[nH]c3cc4c(cc3c2=O)OCO4)cc1OC
  A: · | B: 0 | C: · | D: 2

> C[C@@H]1CN([C@H](C)CO)C(=O)CCCn2nncc2CO[C@@H]1CN(C)S(=O)(=O)c1ccc(F)cc1
  A: · | B: 0 | C: · | D: -3

> O=C1[C@H]2[C@@H](c3ccc(C(F)(F)F)cc3)N[C@]3(CCCN(Cc4ccc(Br)cc4)C3=O)[C@H]2C(=O)N1Cc1ccccc1
  A: · | B: -2 | C: · | D: -7

> CSc1ccccc1C(=O)OCC(=O)Nc1c(C)n(C)n(-c2ccccc2)c1=O
  A: · | B: 6 | C: · | D: 4

> CC(CN1CCN(CCOCCO)CC1)CN1c2ccccc2Sc2ccc(Cl)cc21 (centres undefined)
  A: · | B: 5 | C: · | D: -1

> CCCS(=O)(=O)c1nc(S(=O)(=O)c2ccc(C)cc2)c(N2CCCCC2)s1
  A: · | B: 0 | C: · | D: -5

3 entries already listed, arranged by molar mass, low to high.
Letters – A = SR-BI uptake up; B = PKA-R2B act; C = Rtt109 Vps75; D = DAGLB inhibitor
> COc1cc(Cc2cc(OC)c(O)c(OC)c2)cc(OC)c1O
  A: · | B: 3 | C: · | D: 4

> CSc1ccccc1C(=O)OCC(=O)Nc1c(C)n(C)n(-c2ccccc2)c1=O
  A: · | B: 6 | C: · | D: 4

> C[C@@H]1CN([C@H](C)CO)C(=O)CCCn2nncc2CO[C@@H]1CN(C)S(=O)(=O)c1ccc(F)cc1
  A: · | B: 0 | C: · | D: -3

Carrying on:
Letters – A = SR-BI uptake up; B = PKA-R2B act; C = Rtt109 Vps75; D = DAGLB inhibitor
> OCC1OC(n2cnc3c(SCc4ccccc4)nc(NO)nc32)C(O)C1O (centres undefined)
  A: · | B: 6 | C: · | D: 2

> C[C@@H]1CN([C@H](C)CO)S(=O)(=O)c2ccc(Br)cc2O[C@H]1CN(C)C(=O)Nc1ccc(F)cc1
  A: · | B: 0 | C: · | D: 0

> C=Cn1cc(CNC[C@H]2O[C@@H](n3cc(C)c(=O)[nH]c3=O)C[C@@H]2O)c(C)n1
  A: · | B: 1 | C: · | D: 0

> O=C1CC(=Nc2ccc([N+](=O)[O-])cc2)NN1c1c(Cl)cc(Cl)cc1Cl
  A: · | B: -8 | C: · | D: 14

> Cc1ccc([C@H]2N[C@]3(CCCN(Cc4cccn4C)C3=O)[C@H]3C(=O)N(C)C(=O)[C@@H]23)cc1
  A: · | B: -6 | C: · | D: 1

> COc1ccc(OC)c(C=NN=Cc2cc(OC)ccc2OC)c1
  A: · | B: -2 | C: · | D: -10

> Cc1cccc(NC(=O)CSCC(=O)Nc2cc(C(F)(F)F)ccc2N2CCOCC2)c1
  A: · | B: 0 | C: · | D: 1

> C[C@@H]1CN([C@H](C)CO)C(=O)c2c(c3ccccc3n2C)-c2ccccc2CO[C@H]1CN(C)S(=O)(=O)c1cn(C)cn1
  A: · | B: 6 | C: · | D: 0

> CC(NC(=O)c1ccc(N2CCNCC2)c([N+](=O)[O-])c1)C12CC3CC(CC(C3)C1)C2 (centres undefined)
  A: 9 | B: · | C: 24 | D: ·

> COc1ccc(CCN(C)CC(=O)Nc2cc(C)nc3ccccc23)cc1OC
  A: -2 | B: · | C: -10 | D: ·

> COc1cc2nc(-c3ccccc3)nc(N3CCCC3)c2cc1OC
  A: -46 | B: · | C: 5 | D: ·

> O=C(C1CCCCC1)N1CC(=O)N2CCc3ccccc3C2C1 (centres undefined)
  A: -15 | B: · | C: 4 | D: ·

> Cc1nc(C)c(C)nc1C
  A: 20 | B: · | C: -3 | D: ·

> CCNC(=O)c1c(N)sc2c1CCCCC2
  A: 9 | B: · | C: 25 | D: ·

> CCc1cc2c(C)cc(=O)oc2cc1OC(=O)C1CCCN1C(=O)OC(C)(C)C (centres undefined)
  A: -5 | B: · | C: -2 | D: ·

> O=C1ON=C(c2ccc(Cl)cc2)/C1=C/c1ccc(O)cc1
  A: 10 | B: · | C: 2 | D: ·

> COc1cc(C2NCCc3c2[nH]c2ccccc32)ccc1OC(C)C (centres undefined)
  A: -6 | B: · | C: 2 | D: ·

> Cc1ccc2[nH]c3c(c2c1)CN(C(=O)CN1CCSCC1)CC3
  A: -9 | B: · | C: -2 | D: ·

> O=C1Nc2ccc3sc4ccccc4c3c2C1=O
  A: 2 | B: · | C: -3 | D: ·

Not all compounds are listed; rates above refer to the full screens.
